Bioassay records as filed in PubChem.
GLS inhibitor: inhibitors of human glutaminase (GLS); AID 624170; O94925; hit rate 0.21% among 410,000; Potency, µM (series often up to 45.5 µM), for the others: top-dose activity change, negative = inhibition, actives largely listed as inhibitors; GLS enzymatic activity, qHTS titration; also: potency is read from the fitted curve at half-maximal effect; % is scaled to controls: 0 for no effect and ±100 for the full control effect
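Glutamate formation by hKGA was monitored fluorometrically using coupled glutamate oxidase, HRP and Amplex Red. Substrate was added as 1 mM L-glutamine solution; incubation was 30 min at RT after an initial read.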
Pin1 inh: human Pin1 inhibition; Q13526; Pin1 FP peptide displacement, HiFluor488, 10 min; Potency, µM (doses to about 115 µM), without a hit: at the highest dose activity, negative = inhibition, actives largely listed as inhibitors; hit rate 0.009% among 390,000; active = well fitted inhibition curve with a large enough effect in the polarisation, with a control signal flat, not every such curve was filed as active; inconclusive = small, poorly fitted or top-dose-only effect, or effect the other way, or a change in a side signal; inactive = no such curve, though single readings can be large or run the other way; the % refers to the polarisation; also: potency is read from the fitted curve at half-maximal effect; % is scaled to controls: 0 for no effect and ±100 for the full control effect
Target sequence (Q13526 whole entry, looked up): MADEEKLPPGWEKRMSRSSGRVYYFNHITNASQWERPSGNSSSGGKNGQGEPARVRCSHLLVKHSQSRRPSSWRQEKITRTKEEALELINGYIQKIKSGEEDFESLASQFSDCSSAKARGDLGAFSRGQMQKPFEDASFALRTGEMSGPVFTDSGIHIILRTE
PI4K2A block: blocks human PI4K2A kinase activity. AID 1346378. activity change, negative = inhibition, % at 76.9 µM. hit rate 0.13% among 420,000. purified PI4K2A, ADP-Glo luminescence, 1 h; stronger effect = lower value; in the data active = activity change below about -50%; inconclusive = mostly about -30% to -49%;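 also: -100% = wells without enzyme as full effect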
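ADP-Glo luminescence measured ADP generated by PI4K2A enzyme (4 ug/mL before mixing) with 1.2 mM PI substrate (pre-mix) and 300 microM ATP (pre-mix). Tris pH7.5 buffer with MgCl2, Triton X-100; 1 h reaction at ambient temperature.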
TrxR1 substrate: is turned over as a substrate by rat TrxR1; O89049; AID 588456; hit rate 0.01% among 390,000; purified TrxR1 substrate turnover, NADPH consumption readout; Potency, µM (titrated, usually from 114 µM), inactives show at the top dose activity change, negative = substrate turnover; also: potency is read from the fitted curve at half-maximal effect; % is scaled to controls: 0 for no effect and ±100 for the full control effect; nearly all actives have a fitted effect of over 50% in size
Target sequence (O89049 whole entry, looked up): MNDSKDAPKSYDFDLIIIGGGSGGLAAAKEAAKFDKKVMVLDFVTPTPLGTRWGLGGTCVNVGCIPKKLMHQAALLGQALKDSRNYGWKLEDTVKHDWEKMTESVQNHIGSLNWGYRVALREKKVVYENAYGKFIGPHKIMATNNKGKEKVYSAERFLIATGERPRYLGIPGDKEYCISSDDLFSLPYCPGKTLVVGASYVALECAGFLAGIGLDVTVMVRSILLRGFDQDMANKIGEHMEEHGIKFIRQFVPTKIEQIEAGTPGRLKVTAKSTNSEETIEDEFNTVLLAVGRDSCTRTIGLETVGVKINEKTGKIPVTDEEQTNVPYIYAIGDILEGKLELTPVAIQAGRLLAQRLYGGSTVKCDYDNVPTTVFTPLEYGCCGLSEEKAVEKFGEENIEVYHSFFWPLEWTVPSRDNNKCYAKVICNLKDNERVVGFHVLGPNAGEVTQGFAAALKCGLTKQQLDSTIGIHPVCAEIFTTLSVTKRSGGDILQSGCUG
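Rat TrxR1, dispensed at 90 nM, was prereduced with 400 uM NADPH (final) for 5 min at ~22 deg C, then incubated with compound 15 min before 400 uM selenite. A first-read NADPH fluorescence drop versus no-compound background flagged substrates.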
HP1b chromo inh: HP1-beta chromodomain-methylated histone interaction inhibition | hit rate 0.56% among 390,000 | P83916 | Potency, µM (top dose mostly 114 µM), inactives show at the top dose activity change, negative = inhibition, usual class: inhibitors | AlphaScreen HP1-beta / biotin-H3K9me3 peptide binding | AID 540317; also: potency is read from the fitted curve at half-maximal effect; nearly all actives have a fitted effect of over 70% in size; inactives centre near 23
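AlphaScreen: HP1-beta (50 nM) preformed 30 min with biotin-H3(1-18)K9me3 peptide (50 nM) in PBS pH 7.4, 0.01% Tween-20. Compound added for 30 min at RT, then streptavidin donor/nickel chelate acceptor beads (10 ug/mL) for 30 min.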
Tb PGK inh: blocks T. brucei phosphoglycerate kinase; P07378; PGK/GAPDH coupled, Kinase-Glo luminescence, 60 min; Potency, µM (doses to about 57.5 µM), inactives show top-dose activity change, negative = inhibition, most hits filed as inhibitors; hit rate 0.043% among 380,000; also: potency is read from the fitted curve at half-maximal effect; % is scaled to controls: 0 for no effect and ±100 for the full control effect; nearly all actives have a fitted effect of over 60% in size
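Luminescent ATP detection (Kinase-Glo Plus) follows a 60-minute room-temperature incubation, with wells lacking PGK as controls. Buffer: 100 mM TEA (pH 7.6), 5 mM MgCl2, 0.01% Tween-20. Coupling enzyme GAPDH (100 nM final) supplies unstable 1,3-BPG in-well.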
IDH1 R132H inh: blocks human mutant IDH1 R132H enzyme; O75874; IDH1-R132H enzyme, NADPH consumption, diaphorase/resazurin fluorescence; Potency, µM (titrated, usually from 76.6 µM), for inactives: at the top dose activity change, negative = inhibition, hits mostly inhibitors; hit rate 0.093% among 390,000; AID 602179; also: potency is read from the fitted curve at half-maximal effect; % is scaled to controls: 0 for no effect and ±100 for the full control effect; nearly all actives have a fitted effect of over 65% in size
Target sequence (O75874 whole entry R132H, stated change not applied): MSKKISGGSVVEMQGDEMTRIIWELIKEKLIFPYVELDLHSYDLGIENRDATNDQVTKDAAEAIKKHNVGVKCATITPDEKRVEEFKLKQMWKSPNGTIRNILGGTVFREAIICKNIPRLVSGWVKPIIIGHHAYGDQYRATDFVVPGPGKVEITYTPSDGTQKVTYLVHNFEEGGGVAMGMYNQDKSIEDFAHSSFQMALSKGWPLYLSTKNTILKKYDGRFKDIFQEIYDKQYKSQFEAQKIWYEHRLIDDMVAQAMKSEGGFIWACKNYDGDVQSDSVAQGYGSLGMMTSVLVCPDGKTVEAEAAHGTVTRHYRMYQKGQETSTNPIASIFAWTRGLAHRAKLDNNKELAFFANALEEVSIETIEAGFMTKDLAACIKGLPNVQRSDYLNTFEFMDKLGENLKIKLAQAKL
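IDH1-R132H (0.5 ug/mL) preincubated 30 min with compound, then NADPH (0.016 mM) and alpha-KG (2 mM) added; 80 min at RT, pH 7.5. Remaining NADPH coupled via diaphorase/resazurin to fluorescence (540/590 nm); concentration-response curves normalized to no-enzyme control.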
USP1-UAF1 inh: inhibitors of human USP1/UAF1 deubiquitinase | recombinant USP1/UAF1, Ub-Rhodamine cleavage fluorescence | Potency, µM (series often up to 57.1 µM), for the others: top-dose activity change, negative = inhibition, usual class: inhibitors | hit rate 0.23% among 390,000 | O94782 | AID 743255; also: potency is read from the fitted curve at half-maximal effect; % is scaled to controls: 0 for no effect and ±100 for the full control effect; nearly all actives have a fitted effect of over 60% in size; inactives centre near -12
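1 nM enzyme complex + cpd, 15 min RT; start with Ub-Rho 150nM final; kinetic fluorescence ex 480/em 540, 6 reads q60 s. Buffer 50mM HEPES pH 7.8, 0.5mM EDTA, 0.1 mg/ml BSA, 1mM TCEP, 0.01% Tween-20.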
rTrxR1 inhibitor: rat TrxR1 inhibition; Potency, µM (highest dose often 114 µM), for the others: top-dose activity change, negative = inhibition, hits mostly inhibitors; O89049; recombinant rTrxR1, NADPH fluorescence consumption, selenite substrate; hit rate 1% among 390,000; also: potency is read from the fitted curve at half-maximal effect; % is scaled to controls: 0 for no effect and ±100 for the full control effect; nearly all actives have a fitted effect of over 65% in size
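Rat TrxR1 (90 nM in the dispensed reagent) was pre-reduced with 400 uM NADPH for 5 min at room temperature, then incubated with compound for 15 min. After 400 uM selenite was added, NADPH fluorescence (Ex 340/Em 450 nm) was followed for 8 min.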
* = called active by the depositor; i = inactive; ? = inconclusive; / = not tested or not shown; [ ] = remark or other dose. Unless noted, calls follow the shape of the dose curve; as a rule, active = well fitted curve in the direction sought with a large enough effect; inconclusive = small, poorly fitted or top-dose-only effect, or another doubt; inactive = no such curve, though single readings can be large; an effect the other way counts as inactive or inconclusive.

SMILES	GLS inhibitor	Pin1 inh	PI4K2A block	TrxR1 substrate	HP1b chromo inh	Tb PGK inh	IDH1 R132H inh	USP1-UAF1 inh	rTrxR1 inhibitor
O=C(Nc1ncccc1O)c1cccc(S(=O)(=O)N2CCCc3ccccc32)c1	3%	-1%	1	0%	24%	2%	4%	-24%	-9%
CCOC(=O)c1cc(S(=O)(=O)Nc2cccc(OC)c2)cn1C	-5%	-10%	8	-4%	28%	i	2%	-15%	8%
CNc1c([N+](=O)[O-])cnn1-c1ccc(Cl)cc1Cl	19%	0%	-1	0%	-4%	7%	16%	0%	11%[0.457 µM]
COc1ncnc2c1ncn2CCCN1CCN(C(=O)C2CC2)CC1	1%	/	0	/	/	0%	5%	-6%	/
COc1cc2c(cc1OC)C(C)N(C(=O)c1cc(Cl)nc(Cl)c1)CC2 (configuration not stated)	2%	0%	-4	2%	8%	-6%	9%	-6%	29%
COc1cc(CNCCO)cc(Br)c1OCc1ccccc1Cl	0%	0%	-4	-7%	22%	-2%	2%	-16%	-12%
Cc1ccc(N(Cc2cc(=O)[nH]c3ccccc23)C(=O)CCl)c(C)c1	0%	?	9	5%	3%[57 µM]	-5%	-8%	-3%	79µM*
CC(=O)N1CCN(C2=NC(=O)C(=C3CCCCC3)S2)CC1	13%	-7%	0	5%	-13%	-2%	-3%	-12%	18%[57.1 µM]
Cc1ccccc1Cn1c(=O)n(CCCC(=O)NCc2ccco2)c(=O)c2ccccc21	4%	24%	-4	11%[57.1 µM]	38%	-8%	7%	-19%	14%[57.1 µM]
CCOC(=O)N1CCN(C(=O)C(=O)Nc2sc3c(c2C(=O)O)CC(C)(C)OC3)CC1	2%	-13%	-11	-5%	61%[activator]	i	7%	-18%	5%
Cc1ccccc1COc1ccc(/C(O)=C2/C(=O)C(=O)N(CCCn3ccnc3)C2c2ccco2)cc1 (configuration not stated)	3%	-13%	2	-8%	-3%	-9%	-6%	-16%	-24%
CCOc1cc2sc(N3CCC(C(=O)Nc4ccccc4C(=O)OC)CC3)nc2cc1Br	-2%	-8%	-1	6%	15%	-8%	-5%	-20%	32%
O=C(NCCCN1CCCCC1)c1ccc2c(c1)sc1nc(-c3ccc(F)cc3)cn12	1%	3%	0	-1%	34%	0%	33%[activator]	5%	-2%[11.4 µM]
Cc1cc2ccccn2c1C(=O)c1nc(NCc2ccco2)ncc1Cl	-2%	?	4	4%	-18%	0%	0%	-23%	37%
COc1ccc(C2=Nc3ccc(C)cc3C(c3ccccc3)N2CC(=O)NN)cc1 (configuration not stated)	-1%	1%	-17	5%	22%	-4%	-12%	-19%	26%
COc1ccc(OC)c(NC(=O)CSC2=Nc3ccccc3C3=NC(CC(=O)NCc4ccco4)C(=O)N23)c1 (configuration not stated)	-8%	-7%	1	-6%[57.1 µM]	-6%	10%	0%	?	6%[57.1 µM]
COc1ccc2ccc3c(c2c1)N=CC1(O3)N(C)c2ccccc2C1(C)C (configuration not stated)	10%	-15%	?	-21%	?	/	18%	?	-4%
Cc1cc(C)c(S(=O)(=O)c2ccccc2C)c(OCCN(C)C)n1	0%	-3%	-1	4%[57.1 µM]	0%	-8%	4%	-13%	-9%
CCOc1cc(C(=O)OCc2cc(=O)n3c(C)csc3n2)cc(OCC)c1OCC	1%	0%	-1	1%[57.1 µM]	26%	9%	-8%	-16%	7%[57.1 µM]
CC1=C(C(=O)N(C)C)CC(CC(=O)NCCc2ccccn2)C(=O)N1CCCN1CCCC1=O (configuration not stated)	0%	/	-4	/	/	7%	1%	-2%	/
Cc1cccc(OCC(=O)Nc2nonc2NC(=O)COc2cccc(C)c2)c1	-7%	4%	-5	-12%	15%	-9%	0%	-9%	-8%
Cc1ccc(S(=O)(=O)NCCCN2CCOCC2)c(C)c1	-1%	0%	0	6%	38%[activator]	-8%	0%	-6%	-17%
Cc1ccc(/C=N/Nc2ccc(Cl)nn2)cc1	20%	-2%	9	-7%	9%[57 µM]	-5%	6%	-5%	14%
CCOC(=O)c1[nH]c(C(=O)O)c(OC(=O)CC)c1C	8%	-6%	4	0%	45%[activator]	8%	-7%	-14%	7%
O=[N+]([O-])c1ccc(N2CCN(c3ccc(F)cc3)CC2)nc1	10%	7%	-4	1%	40%[activator]	/	5%	-8%	17%
(listing goes on)
SMILES	GLS inhibitor	Pin1 inh	PI4K2A block	TrxR1 substrate	HP1b chromo inh	Tb PGK inh	IDH1 R132H inh	USP1-UAF1 inh	rTrxR1 inhibitor
COCCNC(=O)c1ccc(CS(=O)(=O)c2ccc(Cl)cc2)o1	-11%	3%	9	-12%	13%	-4%	7%	-1%	-14%
O=C(CN1CCN(c2ccc(Cl)cc2)CC1)c1ccccc1	3%	0%	-3	-1%[57.1 µM]	34%	-9%	-4%	-18%	-51%
CCN(CC)S(=O)(=O)c1ccc(N2CCCC2)c(NS(=O)(=O)c2cccs2)c1	18%	8%	1	-4%[57.1 µM]	27%	3%	2%	2%	-3%
CCOc1ccccc1NC(=O)Cc1noc2ccc(C)cc12	1%	?	-3	-7%	29%	4%	-12%	-18%	4%
COc1ccc(OC)c(C(=O)COC(=O)CNC(=O)c2ccccc2)c1	-2%	-7%	0	2%[57.1 µM]	17%	-9%	-4%	4%	5%[57.1 µM]
CCc1ccccc1NC(=O)CSc1nnc(C2CC2)n1CC1CCCO1 (configuration not stated)	0%	-1%	2	-4%[57.1 µM]	-16%	i	-10%	1%	-11%[57.1 µM]
O=C(O)C(C(=O)O)=C1C2CC3CC(C2)CC1C3	-1%	-14%	1	4%[57.1 µM]	3%	-9%	4%	2%	4%[57.1 µM]
Cn1c(=O)c(/C=C/c2ccccc2)nc2ccccc21	7%	10%	1	42%[activator]	103%[activator]	-2%	4%	-17%	9%
COc1cc(SC#N)ccc1N=Cc1c(C)[nH]n(-c2ccc(C)c(C)c2)c1=O	11%	6%	-15	-5%	-8%	3%	?	-7%	4%
Clc1ccccc1OCCn1nnc2ccccc21	8%	-5%	1	9%[57.1 µM]	27%	-13%	26%	-15%	11%[57.1 µM]
Cc1ccc2nsnc2c1NC(=O)c1cccnc1Cl	-1%	-2%	-1	6%[57.1 µM]	20%	-4%	14%	2%	15%[57.1 µM]
N/C(=N\NC(=O)c1cccc(F)c1)c1cc2ccccc2oc1=O	0%	-1%	-5	0%	?	-5%	5%	?	6%
Cc1cc(C)nc(SCC(=O)Nc2ncc(Cc3cccc(Cl)c3)s2)n1	2%	9%	3	3%	17%	1%	2%	-11%	15%
CCCCc1ccc(NC(=S)NCCN2CCOCC2)cc1	11%	-6%	1	9%	24%	9%	-4%	2%	11%
O=C(NCCc1ccccc1)c1ccc(NC(=O)C2CCC2)cc1	12%	5%	3	0%	19%	4%	3%[38.3 µM]	3%	21%
CC(=O)Nc1cccc(NC(=O)c2c(-c3ccccc3Cl)noc2C)c1	-1%	4%	-1	9%[57.1 µM]	24%	-6%	1%	-11%	5%
COc1ccc(N2C(=O)CC(NNC(=O)c3cccnc3)C2=O)cc1 (configuration not stated)	24%	-6%	6	6%	55%[activator]	-5%	-4%	-12%	35%
COc1ccccc1NC(=O)COC(=O)CCC(=O)c1cccs1	4%	0%	-3	0%	44%[activator]	5%	3%	?	3%
Cc1onc(-c2ccccc2)c1C(=O)NC(C)c1ccc2c(c1)OCO2 (configuration not stated)	2%	-5%	2	-9%	19%	-5%	6%	-4%	-4%
Cc1ccc(C)c(N2CC(O)(c3cccs3)[N+]3=C2CCCC3)c1 (configuration not stated)	-6%	4%	5	-13%[57.1 µM]	35%	i	5%	-10%	28%[57.1 µM]
COc1cccc(/C=N/NC(=S)NC2CC3CCC2C3)c1OC (configuration not stated)	7%	1%	4	3%	20%	-5%	15%	-16%	31%
CC(=O)c1cccc(N(C(=O)c2ccco2)C(C(=O)NC2CCCC2)c2ccc(N3CCOCC3)cc2)c1 (configuration not stated)	2%	-6%	1	4%	30%	-15%	21%	-26%	10%
CC1CCN(CCCNC(=O)COc2cc(=O)n(C)c3ccccc23)CC1	3%	0%	0	-7%	22%	-5%	13%	-3%	-7%
Cc1ccc(N(C(=O)CNC(=O)c2ccco2)C(C(=O)NC2CCCCC2)c2cccnc2)cc1C (configuration not stated)	11%	0%	-1	0%[57.1 µM]	31%	3%	-15%	-20%	8%[57.1 µM]
CCN(CC)C(=O)C1=C(C)N(Cc2ccc(C(C)(C)C)cc2)C(=O)C(CC(=O)NCC2CCCCC2)C1 (configuration not stated)	-1%	/	-4	/	/	i	0%	-14%	/
CCOC(=O)c1c(/N=C/N(C)C)sc(/C=N/Nc2ccccc2)c1-c1ccccc1	24%	49%[activator]	-4	3%	-11%	0%	11%	?	-6%
O=C(CCl)Nc1ccccc1Sc1ccc(Cl)cc1	/	-14%	18	-9%	238%[activator]	-5%	25%	-18%	8.9µM*

Quoted at random: 2 compounds from above, in no set order.
SMILES	GLS inhibitor	Pin1 inh	PI4K2A block	TrxR1 substrate	HP1b chromo inh	Tb PGK inh	IDH1 R132H inh	USP1-UAF1 inh	rTrxR1 inhibitor
COc1ccc2ccc3c(c2c1)N=CC1(O3)N(C)c2ccccc2C1(C)C (configuration not stated)	10%	-15%	?	-21%	?	/	18%	?	-4%
CCOc1cc(C(=O)OCc2cc(=O)n3c(C)csc3n2)cc(OCC)c1OCC	1%	0%	-1	1%[57.1 µM]	26%	9%	-8%	-16%	7%[57.1 µM]

Only part of the results is shown (hit frequency here may not be typical).
